Compound activity (PubChem BioAssay)
Anthrax LF inh2: Bacillus anthracis LF protease inhibitors, primary screen, biochemical, multiplex microsphere, MLPCN library; Lethal factor (Bacillus anthracis), P15917; multiplex microsphere protease cleavage assay; inhibition, % at 10 µM; 0.12% of 360,000 active; further: plate controls were buffer without enzyme for full effect and enzyme alone for no effect
Target sequence (P15917 whole entry, looked up): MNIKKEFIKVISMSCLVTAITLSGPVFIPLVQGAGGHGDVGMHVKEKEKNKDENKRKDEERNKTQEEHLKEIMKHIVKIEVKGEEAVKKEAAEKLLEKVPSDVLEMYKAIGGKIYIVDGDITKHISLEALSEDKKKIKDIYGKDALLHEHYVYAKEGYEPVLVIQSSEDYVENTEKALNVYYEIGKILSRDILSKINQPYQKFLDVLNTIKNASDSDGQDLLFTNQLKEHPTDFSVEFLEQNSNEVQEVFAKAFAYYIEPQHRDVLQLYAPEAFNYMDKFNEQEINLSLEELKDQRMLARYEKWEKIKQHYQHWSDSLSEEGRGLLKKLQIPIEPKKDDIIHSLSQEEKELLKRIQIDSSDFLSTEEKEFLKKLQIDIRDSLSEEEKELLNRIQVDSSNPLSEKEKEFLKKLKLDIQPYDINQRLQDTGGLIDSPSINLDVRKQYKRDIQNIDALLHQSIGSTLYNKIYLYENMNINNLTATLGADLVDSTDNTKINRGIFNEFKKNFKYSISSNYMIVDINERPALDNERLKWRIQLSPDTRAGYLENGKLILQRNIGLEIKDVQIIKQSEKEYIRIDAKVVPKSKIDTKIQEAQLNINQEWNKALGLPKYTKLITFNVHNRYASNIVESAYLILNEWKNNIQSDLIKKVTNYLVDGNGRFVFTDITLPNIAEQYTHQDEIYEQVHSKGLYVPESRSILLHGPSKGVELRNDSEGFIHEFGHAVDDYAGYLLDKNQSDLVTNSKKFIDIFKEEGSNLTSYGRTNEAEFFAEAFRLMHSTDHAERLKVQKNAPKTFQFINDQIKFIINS
DUSP3 inh: VHR1 phosphatase inhibitors, primary screen, biochemical, absorbance, uHTS; Dual specificity protein phosphatase 3 (Homo sapiens), P51452; recombinant VHR phosphatase, pNPP absorbance; inhibition, % at 13.3 µM; 0.52% of 290,000 active; AID 1654, 2009; in the data active means inhibition above about 50%; further: some compounds called inactive have numbers as strong as hits
Target sequence (P51452 whole entry, looked up): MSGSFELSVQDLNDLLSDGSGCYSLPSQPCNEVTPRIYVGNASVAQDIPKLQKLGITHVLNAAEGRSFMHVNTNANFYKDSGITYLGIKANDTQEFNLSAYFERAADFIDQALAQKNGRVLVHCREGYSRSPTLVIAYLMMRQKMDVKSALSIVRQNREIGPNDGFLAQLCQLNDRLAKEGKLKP
TcdB GH inh: TcdB glycohydrolase inhibitors, primary screen, biochemical, single point, plate reader; inhibition, % at 9.99 µM; AID 652162, 2013; TcdB glycohydrolase enzymatic assay; Toxin B (Clostridioides difficile), P18177; 0.24% of 350,000 active; in the data active means inhibition above about 10%
PriA SSB inh: inhibitors of Klebsiella pneumoniae PriA binding to SSB C-terminal tail, primary screen, biochemical, AlphaScreen | PriA–SSB C-terminal tail interaction (Klebsiella pneumoniae) | AlphaScreen SSBct-PriA binding, biotinylated peptide | inhibition, % at 33 µM | AID 1272365, 2023 | 0.6% of 430,000 active; in the data active means inhibition mostly above about 37%, no sharp cut-off; inactive means mostly below about 20%;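 further: plate controls were negative control peptide for no effect and reference peptide for full effect; strong numbers were not always called active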
CCHFV vOTU inh: CCHFV vOTU protease inhibitors, primary screen, biochemical, Pep-AMC substrate, fluorescence | Crimean-Congo hemorrhagic fever virus L polyprotein viral ovarian tumor (vOTU) protease … | 0.55% of 370,000 active | inhibition, % at 11.5 µM; in the data active means inhibition above about 30%; further: 0% = vehicle wells with enzyme and 100% = no enzyme wells
Vc quorum ag: inducers of Vibrio cholerae quorum light production without autoinducers, primary screen, BH1578 luxS cqsA deficient, single point; V. cholerae BH1578 lux reporter, luminescence, 6 h; activation, % at 18.7 µM; 0.16% of 350,000 active; in the data active means activation mostly above about 9.7%, no sharp cut-off; inconclusive means no clear call, values can overlap the other calls; inactive means mostly below about 3.7%; further: not every result past the cut was called active; inactives centre near 0; reference of the scale not given here
Yp Topo-I inh: Yersinia pestis topoisomerase I inhibitors, primary screen, biochemical, cleavage product accumulation, plate reader, single point; 0.064% of 360,000 active; Y. pestis Topo-I cleavage product accumulation; activity, % at 10 µM; in the data active means activity above about 50%, passing the limit was not always enough; inconclusive means no clear call, values can overlap the other calls; further: inactives centre near 2
3CLpro inhibitor: SARS-CoV 3CLpro protease inhibitors, primary screen, biochemical, quenched FRET. inhibition, % at 6 µM. recombinant SARS-CoV 3CLpro, quenched FRET peptide cleavage. Replicase polyprotein 1ab (Severe acute respiratory syndrome coronavirus), P0C6X7. 0.14% of 290,000 active; in the data active means inhibition above about 12%
BoNT-A LC inh2: BoNT/A light chain protease inhibitors, primary screen, biochemical, flow cytometry, MLPCN library | Botulinum neurotoxin type A light chain protease (Clostridium botulinum A str. ATCC 3502) | multiplex microsphere protease substrate cleavage | inhibition, % at 10 µM | 0.17% of 360,000 active; further: plate controls were buffer without enzyme for full effect and enzyme alone for no effect
PfHsp40 rescue: rescue of yeast from PfHsp40 toxicity, primary screen, S. cerevisiae, ATP luminescence | S. cerevisiae expressing PfHsp40, growth rescue | growth rescue, % at 12.5 µM | 0.68% of 340,000 active | AID 504582, 2011; in the data active means growth rescue above about 28%, passing the limit was not always enough; inconclusive means no clear call, values can overlap the other calls;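 further: yeast W303a lacking pdr1 and pdr3 grown in galactose medium; growth measured after three days at 30 °C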
* hit, by the source's call; i = inactive; ? = inconclusive; . = not tested or not shown; & = joins results of further samples. Unless noted, no stated cut-off is given here; in the data, active means inhibition above about 30%; inconclusive means no clear call, values can overlap the other calls; inactive means below that.

#	Molecule	Anthrax LF inh2	DUSP3 inh	TcdB GH inh	PriA SSB inh	CCHFV vOTU inh
1	O=C(NN=C1CCCCCCC1)c1ccc2ccccc2n1	0	14	1.0	-5	7
2	Cc1ccc(Cl)c(N/C=C/C(=O)c2ccccc2)c1	0	16	-0.6	-41	-7
3	Cc1cc(O)c(C(C)C)cc1NC(=O)Nc1cc(Cl)ccc1Cl	-2	.	-3.4	2	0
4	NNc1nc(Nc2ccccc2)nc(Nc2ccccc2)n1	-8	14	-0.3	49*	1
5	CNc1c(NS(=O)(=O)c2cc(Cl)ccc2OC)c(=O)oc2ccccc12	9	41	0.4	1	-4
6	CCC(C)n1ncn(-c2ccc(N3CCN(c4ccc(O)cc4)CC3)cc2)c1=O (stereo unspecified)	-2	-2	-4.7	11	-11
7	CC(=O)Nc1ccc(S(=O)(=O)N(C)CC(=O)OCC(=O)N2CCc3ccccc32)cc1	-1	33	.	-18	11
8	Cc1cc(C)nc(NNC2=CC(=O)CC(C)(C)C2)n1	-1	51*	-0.6	-13	-5
9	CC1CCN(C(=O)C(=O)c2cn(CC(=O)N3CCCC3)c3ccccc23)CC1	5	26	1.5	-13	10
10	CC(C)(C)c1ccc(C(=O)Nc2cccnc2)cc1	18	13	2.8	6	-8

#	Vc quorum ag	Yp Topo-I inh	3CLpro inhibitor	BoNT-A LC inh2	PfHsp40 rescue
1	i	9	8	-0.5	-0.5
2	0.4	15	1	0.9	0.0
3	7.1	-2	.	1.2	1.9
4	0.1	2	1	-2.7	-1.6
5	i	-16	0	2.4	-0.6
6	-0.4	-2	6	-0.3	0.0
7	i	1	-2	0.3	0.9
8	-0.3	-3	-2	-0.7	-0.1
9	i	4	1	1.8	0.5
10	1.8	-2	4	2.6	0.2

The final four compounds of the section above are carried over, then new ones follow:
#	Molecule	Anthrax LF inh2	DUSP3 inh	TcdB GH inh	PriA SSB inh	CCHFV vOTU inh
7	CC(=O)Nc1ccc(S(=O)(=O)N(C)CC(=O)OCC(=O)N2CCc3ccccc32)cc1	-1	33	.	-18	11
8	Cc1cc(C)nc(NNC2=CC(=O)CC(C)(C)C2)n1	-1	51*	-0.6	-13	-5
9	CC1CCN(C(=O)C(=O)c2cn(CC(=O)N3CCCC3)c3ccccc23)CC1	5	26	1.5	-13	10
10	CC(C)(C)c1ccc(C(=O)Nc2cccnc2)cc1	18	13	2.8	6	-8
11	CCOc1ccc(S(=O)(=O)NCCC(=O)NCCCSc2ccccc2)cc1	?	.	1.5	-6	-4
12	O=C(Nc1cccc([N+](=O)[O-])c1)C1C2CCCCC21 (stereo unspecified)	-8	0	-6.3	-13	22
13	CC(C)(C)C1CCc2onc(C(=O)NC3CCCC3)c2C1 (stereo unspecified)	-2	27	0.2	-6	5
14	CN(CC(=O)Nc1ccc(Cl)cc1)C(=O)Cn1[nH]c(=O)c2ccccc2c1=O	0	.	1.2	5	15
15	O=C(NCCN1CCOCC1)c1cc2c(=O)n3ccccc3nc2n1Cc1ccccc1	3	14	.	-13&-9	-312
16	O=C(c1ccccc1)n1c(=O)c(F)cn(COCCBr)c1=O	8	9	-1.5	-19	17
17	Cc1oncc1C(=O)Nc1ccc2ccccc2c1	-1	-12	1.3	-7	3
18	O=c1ncccn1C1OC(CO)C(O)C1O (stereo unspecified)	2	.	0.7	.	-9
19	O=C(CCN1C(=O)c2ccccc2C1=O)NCCN1CCOCC1	0	-4	.	-21	-7
20	FC(F)(F)c1cccc(Cc2noc(CN3CCSCC3)n2)c1	-2	-12	0.2	-8	3

#	Vc quorum ag	Yp Topo-I inh	3CLpro inhibitor	BoNT-A LC inh2	PfHsp40 rescue
7	i	1	-2	0.3	0.9
8	-0.3	-3	-2	-0.7	-0.1
9	i	4	1	1.8	0.5
10	1.8	-2	4	2.6	0.2
11	0.1	9	.	?	1.3
12	-0.4	-4	5	-2.8	1.2
13	-0.2	15	-1	-3.0	-0.2
14	-0.7	-6	.	1.7	1.0
15	-0.2	2	-4	0.1	-1.2
16	0.4	-16	-2	1.2	4.7
17	0.7	6	8	3.2	0.0
18	.	.	.	-0.4	.
19	-0.4	5	-6	-0.6	-1.8
20	-0.1	9	-3	0.5	0.7

Next part.
#	Molecule	Anthrax LF inh2	DUSP3 inh	TcdB GH inh	PriA SSB inh	CCHFV vOTU inh
21	CCOc1ccc(N2C(=O)CC(Sc3nc(C)cc(C)c3C#N)C2=O)cc1 (stereo unspecified)	-7	-4	0.2	8	2
22	CCN(CC(=O)Nc1c(F)cccc1F)C(=O)CC1CCCC1	-4	.	0.9	-8	-8
23	COc1ccc(NC(=O)NNC(=O)COc2ccc(Cl)cc2C)cc1OC	-2	-2	1.0	-12	1
24	CCc1ccc(C(=O)Nc2ccc3c(c2)n(C)c(=O)n3C)cc1	13	22	1.2	-11	-6
25	COc1ccc(OCC(=O)NNC(=S)NC(=O)c2ccc(Br)o2)cc1	-3	6	0.8	-6	9
26	C=CCN1C(=O)c2ccc(C(=O)N(CC)CC(=O)Nc3cc(Cl)ccc3C)cc2C1=O	1	.	-0.2	3	-2
27	CCOc1ccccc1Nc1ccnc2cc(Cl)ccc12	-3	18	-0.7	-12	4
28	COc1ccc(C2(CNC(=O)/C=C/c3ccco3)CCCC2)cc1OC	2	28	3.4	6	-6
29	COc1cc2c(cc1OC)CN(C(=O)CSc1nc(C)cc(C)c1C#N)CC2	-1	0	.	0	-8
30	O=C(COc1cccc(C(F)(F)F)c1)Nc1ccc2[nH]ncc2c1	-18	8	0.8	-3	-17

#	Vc quorum ag	Yp Topo-I inh	3CLpro inhibitor	BoNT-A LC inh2	PfHsp40 rescue
21	1.6	1	9	0.1	-1.1
22	-0.7	-5	.	0.2	-0.2
23	i	-1	-1	-1.2	-0.6
24	i	-8	-6	-0.4	0.1
25	0.9	-2	-4	-2.7	-0.7
26	15*	9	.	6.5	0.2
27	-0.8	-5	3	0.6	1.5
28	-0.7	25	1	4.7	0.2
29	i	0	1	-0.3	-1.2
30	8.2	-7	0	-2.7	-1.1

(listing goes on)
#	Molecule	Anthrax LF inh2	DUSP3 inh	TcdB GH inh	PriA SSB inh	CCHFV vOTU inh
31	Cc1sc2nc(CSCC(=O)Nc3ccc(N4CCOCC4)cc3)[nH]c(=O)c2c1C	-6	-18	3.4	-3	0
32	CCOC(=O)c1c(-c2ccccc2)oc2ccc(O)c(CN3CCCC3)c12	-4	-1	.	-3	4
33	CC(C)(Cc1ccc(O)cc1)NC(=O)CC(=O)N=Nc1c(O)[nH]c2ccc(Br)cc12	0	18	1.0	-4	-4
34	O=C(CCn1c(=O)[nH]c2ccsc2c1=O)NCc1ccc(F)cc1	-2	12	1.7	-15	-7
35	O=C(c1ccccc1)N1CCCc2ccccc21	0	-12	-2.0	-11	5
36	Cc1ccc(S(=O)(=O)Nc2ccc3c(c2)OCCO3)cc1C	-3	22	0.6	-6	-15
37	CCCCn1c(=O)c(C(=O)NCc2ccccc2)c(O)c2ccccc21	13	11	0.5	-9	-6
38	NC(=O)CC(NC(=O)Cc1ccc(Br)cc1)c1ccc(NCc2ccc(F)cc2)c([N+](=O)[O-])c1 (stereo unspecified)	-4	-13	0.2	5	9
39	N/C(=N/OC(=O)c1ccccc1F)c1nonc1N	-1	33	-0.8	.	2
40	O=C(O)Cn1c(O)c(C2=c3ccccc3=NC2=O)sc1=O	-1	15	1.0	-9	-14

#	Vc quorum ag	Yp Topo-I inh	3CLpro inhibitor	BoNT-A LC inh2	PfHsp40 rescue
31	-0.4	8	-1	-0.3	0.8
32	i	18	0	-1.6	-0.8
33	-1.2	7	-1	-0.1	0.7
34	-0.2	4	1	-2.1	-2.4
35	-0.4	3	-3	-0.1	-0.5
36	-0.1	-12	5	-0.5	0.4
37	-0.2	3	-1	1.6	5.7
38	i	11	.	-0.7	-2.6
39	1.2	0	-2	0.3	-1.3
40	i	14	-4	-2.2	0.1

(further entries)
#	Molecule	Anthrax LF inh2	DUSP3 inh	TcdB GH inh	PriA SSB inh	CCHFV vOTU inh
41	Nc1cc(S(=O)(=O)N2CCOCC2)ccc1N1CCCCC1	1	.	1.4	-3	-9
42	C[C@H]1CC[C@@]2(O[C@H](CCO)C[C@H](O)[C@H]2O)O1	0	.	-0.4	3	-8
43	CC(C)(C)c1ccc(OCC(=O)NNC(=S)NC(=O)c2ccco2)c(Br)c1	1	4	0.6	9	-4
44	Cc1ccc(-c2nnc(SCC(=O)CC(=O)Nc3ccccc3)n2-c2ccccc2)cc1	2	45	.	9	8
45	CCC(C)[C@H](NC(=O)NCc1cccc(OC)c1)C(=O)OC (stereo partly specified)	0	-20	.	-2	14
46	Cc1ccc(C(=O)CSC2=C(C#N)C(c3ccco3)CC(=O)N2)c(C)c1 (stereo unspecified)	-13	15	.	5	23
47	O=C(/C=C/c1ccccc1Cl)Nc1ccncc1	-2	4	.	2	-4
48	CCCCC1=CC2=C(c3ccco3)C(=O)C(C)(OC(=O)c3ccc(OC)cc3)C(=O)C2=CN1CCCCO (stereo unspecified)	-4	11	-0.1	0	13
49	CCS(=O)(=O)N1Cc2ccccc2CC1C(=O)NC(C)C12CC3CC(CC(C3)C1)C2 (stereo unspecified)	3	2	.	-2	9
50	CCCn1c(=O)c(C(=O)NCc2ccccc2OC)c(O)c2ccccc21	7	19	-0.9	-11	-6

#	Vc quorum ag	Yp Topo-I inh	3CLpro inhibitor	BoNT-A LC inh2	PfHsp40 rescue
41	i	-2	.	0.4	0.5
42	i	1	.	0.0	0.0
43	i	6	2	8.6	-0.6
44	i	25	5	-7.1	1.2
45	.	4	-1	0.1	0.2
46	-0.3	-4	-1	-1.2	0.2
47	i	-4	-4	0.0	0.3
48	0.0	7	.	0.7	-1.1
49	-2.0	28	-5	0.4	6.6
50	i	-1	1	-3.9	-1.1

(cont.)
#	Molecule	Anthrax LF inh2	DUSP3 inh	TcdB GH inh	PriA SSB inh	CCHFV vOTU inh
51	CCOc1ccc(C2NC(=O)NC(C)=C2[N+](=O)[O-])cc1OC (stereo unspecified)	-3	8	0.4	4	-2
52	COc1ccccc1/C=c1\sc2nc(-c3ccco3)nn2c1=O	-2	1	.	.	.
53	Cc1cc(S(=O)(=O)N(Cc2cccs2)Cc2ccccc2F)ccc1-n1cnnn1	-1	-6	1.7	-5	-7
54	COc1ccc(C)cc1NC(=O)CN(C)S(=O)(=O)c1ccc2c(c1)n(C)c(=O)c(=O)n2C	-2	12	0.3	0	11
55	CCOC(=O)C1(CC2CCCCO2)CCN(S(=O)(=O)c2ccsc2)CC1 (stereo unspecified)	-3	38	1.0	-4	-4
56	CCCCCN(C(=O)CCC(=O)OCc1ccc(Cl)cc1Cl)c1c(N)n(CCCC)c(=O)[nH]c1=O	4	.	0.1	-3	1

#	Vc quorum ag	Yp Topo-I inh	3CLpro inhibitor	BoNT-A LC inh2	PfHsp40 rescue
51	-0.4	-1	4	0.7	0.3
52	-0.4	-3	-2	1.1	1.4
53	1.1	31	6	-0.9	2.2
54	i	2	-7	0.5	0.2
55	i	3	4	1.0	-1.6
56	-1.4	25	.	-0.3	3.9

This is a subset. The share of hits here may be higher or lower than overall.
